# Assay outcomes (PubChem BioAssay)
# TGFb inhibitor: TGF-b pathway inhibition; AID 588855; 410,000 tested, 1.2% active; HepG2 CAGA-GFP TGF-b/SMAD3 reporter, GFP fluorescence, 18 h; TGF-beta stimulated, 500 pg/mL final; Potency, µM (series often up to 46.1 µM), for the others: at the top dose activity, negative = inhibition, most hits filed as inhibitors; further: potency means the concentration at half of the fitted maximal effect; on the % scale 0 is the no-effect control and ±100 the full control effect; nearly all actives have a fitted effect of over 65% in size
#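 Per well, imaged GFP fluorescence of HEPG2 CAGA-GFP cells gives the signal; cells get compound, then TGF-beta (500 pg/mL final), 18 h at 37 degrees C; %Activity versus -TGF-beta and +DMSO controls.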
# A549 tox: kills or reduces viability of A549 cells in Nrf2 counter-screen. A549 ARE-Fluc cells, CellTiter-Fluor viability, 18-24 h. Potency, µM (doses to about 46 µM), without a hit: at the highest dose activity change, negative = cytotoxicity, hits mostly inhibitors. 390,000 tested, 0.16% active. AID 504648; further: potency means the concentration at half of the fitted maximal effect; on the % scale 0 is the no-effect control and ±100 the full control effect
#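 Cytotoxicity counterscreen: CellTiter-Fluor fluorescence was measured in A549 ARE_Fluc cells after 18-24 h of compound exposure in a concentration series. The subsequent BugLite luminescent read reports ARE-luciferase activity.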
# pAkt inh: inhibitors of Akt phosphorylation | activity change, % for hits at 50 µM | 360,000 tested, 0.32% active | Neuro2A IGF-stimulated pAkt S473 HTRF, 20 min; hits give low values; in the data active means activity change below about -80%; inconclusive means mostly about -51% to -80%; further: on the % scale 0 is the no-effect control and ±100 the full control effect
#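 Single-point screen (50 µM final compound) in Neuro2A cells stimulated 20 min with 6 nM IGF at 37 deg C. After lysis, Ser473-phosphorylated Akt read by HTRF (ex 330 nm, em 615/665 nm) as the 665/615 ratio.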
# Nrf2 block: inhibitors of Nrf2 signaling. Potency, µM (titrated, usually from 46 µM), for inactives: at the top dose activity change, negative = inhibition, most hits filed as inhibitors. 360,000 tested, 2.1% active. AID 504444. A549 ARE-Fluc reporter, luciferase luminescence, 18-24 h; further: potency means the concentration at half of the fitted maximal effect; on the % scale 0 is the no-effect control and ±100 the full control effect; nearly all actives have a fitted effect of over 60% in size
#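 Concentration-response testing used A549 ARE_Fluc cells at 5000 cells/well. Following an 18-24 h compound incubation, viability was read by fluorescence (Ex 405/Em 525) and luciferase output by luminescence.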
# MmCpn inh: inhibitors of Methanococcus maripaludis chaperonin (MmCpn); purified Mm-Cpn ATPase, ADP Transcreener TR-FRET; Potency, µM (doses to about 76.9 µM), without a hit: at the top dose activity, negative = inhibition, actives largely listed as inhibitors; 330,000 tested, 0.031% active; AID 504842; further: potency means the concentration at half of the fitted maximal effect; on the % scale 0 is the no-effect control and ±100 the full control effect; nearly all actives have a fitted effect of over 80% in size
#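 Eu-cryptate anti-ADP/ADP-d2 competition gives a ratio inversely related to ADP. Enzyme at 25 nM was pre-exposed to compound for 10 min, then given 10 uM ATP for 30 min, 37°C throughout.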
# CCT chaperon mod: modulators of cytosolic chaperonin (CCT/TRiC) activity; purified chaperonin ATPase assay, HTRF ADP detection, 30 min; activity change, % (test concentration not listed), hits read low; 360,000 tested, 0.3% active; AID 651819; in the data active means activity change below about -30%; further: on the % scale 0 is the no-effect control and ±100 the full control effect
#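 First, chaperonin was dispensed at 40 nM or 20 nM final depending on batch activity. Next, compounds were pinned at 76 uM and ATP added at 10 uM. After 30 min at 37 °C, ADP detection reagents ran 30 min at ambient temperature.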
# HepG2 tox: HepG2 cytotoxicity, counter-screen for TGF-b inhibitors | HepG2 CAGA-GFP viability, ATP luminescence, 18 h | Potency, µM (doses to about 46.1 µM), without a hit: top-dose activity change, negative = cytotoxicity, usual class: cytotoxic | 410,000 tested, 0.76% active | AID 588856; further: potency means the concentration at half of the fitted maximal effect; some results filed as inactive show a strong effect at the top dose
#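 CellTiter-Glo luminescence gave cytotoxicity after 18 hours at 37 degrees C. The cells were HepG2 CAGA-GFP in 1% FBS DMEM, stimulated with 500 pg/mL TGF-beta after compound addition. %Activity was normalised to no-cell wells (complete cell-killing) and DMSO (no toxicity), and curves were fitted and classified.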
# Nrf2 ARE act: activators of Nrf2 (ARE) signaling; 410,000 tested, 0.31% active; Potency, µM (highest dose often 46.1 µM), for inactives: top-dose activation, most hits filed as activators; AREc32 ARE-luciferase reporter (MCF7-derived line), luminescence, 24 h; AID 624171; further: potency means the concentration at half of the fitted maximal effect; % of control where 0% means no effect; nearly all actives have a fitted effect of over 65% in size
#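 Nrf2 activation is followed as ARE-luciferase induction in the AREc32 line after one day of compound treatment; luminescence is read with Steady-Glo.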
# S2 tox: viability counter-screen for ATXN expression inhibitors | S2 cells (HEK-293 line with an ATXN2-luciferase reporter) viability, CellTiter-Fluor protease fluorescence, 24 h | Potency, µM (highest dose often 56.7 µM), hits mostly cytotoxic | 400,000 tested, 0.49% active | AID 651635; further: potency means the concentration at half of the fitted maximal effect; nearly all actives have a fitted effect of over 40% in size
# * marks the source's active call; other numbers are inactive results; i = inactive; ? = inconclusive; nt = not tested or not shown; & = joins results of further samples; [ ] = remark or other dose. Unless noted, the call rests on the fitted dose curve; in most records, active means well fitted curve in the direction sought with a large enough effect; inconclusive means small, poorly fitted or top-dose-only effect, or another doubt; inactive means no such curve, though single readings can be large; an effect the other way counts as inactive or inconclusive.
# The first 6 compounds, ahead of the listing:
cpd	SMILES	TGFb inhibitor	A549 tox	pAkt inh	Nrf2 block	MmCpn inh	CCT chaperon mod	HepG2 tox	Nrf2 ARE act	S2 tox
1	COc1ccc(-n2c(C)cc(/C=C3\C(=N)N4N=C(CC(=O)N5CCOCC5)SC4=NC3=O)c2C)cc1	25%	-14%	i	-19%	-4%	-0.5	-11%	1.2%	i
2	O=C(O)C1(c2ccccc2)CCN(S(=O)(=O)c2ccc(F)c(F)c2)CC1	0%	1%	i	-4%	2%	-2.2	-5%	-0.5%	i
3	COc1cccc(C2=NOC(C(=O)NC3CCCCC3)C2)c1 (stereo unspecified)	-3%	-4%	i	1%	1%	-2.2	-13%	-0.1%	i
4	CCNS(=O)(=O)c1ccc(NC(=O)Nc2ccc3c(c2)OCO3)cc1	-4%	-11%	i	-3%	-7%	-1.5	-10%	-0.8%	i
5	COc1ccc(N2CCN(C(CNC(=O)c3ccc4c(c3)OCO4)c3cccnc3)CC2)cc1 (stereo unspecified)	0%	-4%	i	8%	0%	0.3	-3%	-0.2%	i
6	Cc1cccc(N2C(=O)C3CC3C2=O)c1 (stereo unspecified)	-21%	-11%	i	14%	-3%	0.0	20%	-1.6%	i

# Results (from the top)
cpd	SMILES	TGFb inhibitor	A549 tox	pAkt inh	Nrf2 block	MmCpn inh	CCT chaperon mod	HepG2 tox	Nrf2 ARE act	S2 tox
1	COc1ccc(-n2c(C)cc(/C=C3\C(=N)N4N=C(CC(=O)N5CCOCC5)SC4=NC3=O)c2C)cc1	25%	-14%	i	-19%	-4%	-0.5	-11%	1.2%	i
2	O=C(O)C1(c2ccccc2)CCN(S(=O)(=O)c2ccc(F)c(F)c2)CC1	0%	1%	i	-4%	2%	-2.2	-5%	-0.5%	i
3	COc1cccc(C2=NOC(C(=O)NC3CCCCC3)C2)c1 (stereo unspecified)	-3%	-4%	i	1%	1%	-2.2	-13%	-0.1%	i
4	CCNS(=O)(=O)c1ccc(NC(=O)Nc2ccc3c(c2)OCO3)cc1	-4%	-11%	i	-3%	-7%	-1.5	-10%	-0.8%	i
5	COc1ccc(N2CCN(C(CNC(=O)c3ccc4c(c3)OCO4)c3cccnc3)CC2)cc1 (stereo unspecified)	0%	-4%	i	8%	0%	0.3	-3%	-0.2%	i
6	Cc1cccc(N2C(=O)C3CC3C2=O)c1 (stereo unspecified)	-21%	-11%	i	14%	-3%	0.0	20%	-1.6%	i
7	Cn1c(=O)c2c(ncn2CC(=O)OCC(=O)Nc2cccc(Cl)c2)n(C)c1=O	-26%	3%	i	12%	-4%	-2.2	4%	-0.3%	i
8	N/C(CS(=O)(=O)c1ccccn1)=N\OC(=O)c1ccc(Cl)cc1	12%	6%	i	?	1%	0.9	-16%	2.3%	i
9	CN(Cc1nccn1C)C(=O)CCc1nnc(CCC2CCCCC2)o1	0%	5%	i	?	0%	1.3	4%	2.8%	i
10	CC(C)OC(=O)N(C)C[C@@H]1OCc2cnnn2CCCC(=O)N([C@@H](C)CO)C[C@H]1C	19%	nt	i	nt	nt	0.8	2%	-0.1%	i
11	C/C(=N\NC(=O)Cc1ccccc1Cl)c1cccnc1	-2%	-6%	i	-6%	1%	-5.4	-11%	-0.5%	i
12	CN1CCCC1(C)C(=O)NCc1ccc(F)cc1Cl (stereo unspecified)	11%	nt	i	nt	nt	-1.7	-2%	-1.1%	i
13	NC(=O)CCCC1=NS(=O)(=O)c2ccccc2N1	3%	-2%	i	7%	1%	-0.1	14%	0.1%	i
14	COc1ccc(-c2nc3ccccc3c(=O)n2NC(=O)c2cccnc2Cl)cc1OC	-3%	1%	i	2%	2%	-0.6	3%	-0.2%	i
15	CCn1c(=O)c(C(=O)NCCNCCO)c(O)c2ccccc21	18%	-2%	nt	?	-2%	-8.5	-40%	-0.1%	i
16	Cc1ccc(N2C(=O)CN=C2Nc2nc(C)cc(C)n2)cc1	-14%	3%	i	-7%	-14%	0.3	-58%	0.0%	i
17	Clc1ccc(OCc2cc(-c3ccccc3)no2)cc1Cl	-5%	1%	i	5%	-1%	2.5	-5%	2.6%	i
18	Cn1c(N2CCN(C(c3ccccc3)c3ccccc3)CC2)nc2c1c(=O)[nH]c(=O)n2C	0%	-18%	i	?	-4%	-0.6	3%	-0.5%	i
19	CN1CCC(N(C)C(=O)CCc2nc3ccccc3n2-c2ccccc2)CC1	-1%	2%	i	-1%	-6%	-4.6	1%	-0.3%	i
20	Cn1c(=O)oc2cc(S(=O)(=O)Nc3ccccc3O)ccc21	0%&-17%	22%&0%	i	-15%&12%	-1%	0.8	-25%&-10%	-0.5%&6.6%	i
21	Cc1ccccc1NS(=O)(=O)c1ccc2c(c1)NC(=O)CO2	5%	2%	i	1%	0%	-0.1	-7%	-0.2%	i
22	CCc1nnc2n1N=C(c1ccc(Cl)cc1)CS2	8%	6%	i	-3%	0%	-1.2	-7%	-0.4%	i
23	COc1ccc(CCN2CC(C(=O)NCCc3cccnc3)CCC2=O)cc1 (stereo unspecified)	-11%	7%	i	4%	0%	-1.7	-21%	-0.5%	i
24	CC(Oc1ccccc1)C(=O)Nc1ccc(F)c(S(=O)(=O)N2CCOCC2)c1 (stereo unspecified)	-3%	5%	i	4%	1%	-1.3	-3%	2.5%	i
25	CCSc1nc2c(c(-c3ccc(C)o3)c1C#N)CCCC2	-4%	3%	i	8%	-6%	1.8	-3%	-0.1%	i
26	O=C(NCCC(=O)N1CCN(C(=O)c2ccco2)CC1)c1ccccc1Cl	-11%	-10%	i	?	-1%	0.5	6%	-0.8%	i
27	O=S(=O)(c1ccccc1)c1ncc(C(F)(F)F)cc1O	-1%	-6%	i	0%	2%	-1.8	-1%	-0.5%	i
28	Cc1cc(C)n2nc(SCC(=O)Nc3ccc(F)c(F)c3F)nc2n1	-2%	-12%	i	15µM*	-13%	-0.6	-9%	-0.3%	nt
29	CC(C)=CCN1CCN(Cc2cnc(N3CCOCC3)s2)CC1CCO (stereo unspecified)	-3%	10%	i	-12%	?	-3.6	2%	1.9%	i
30	CCN(CC(=O)Nc1ccc(NC(C)=O)cc1)C(=O)c1ccccc1SCc1c(C)noc1C	-6%	2%	i	8%	4%	-3.1	0%	-0.7%	i
31	CC1=C(C(=O)Nc2ccc(C)cc2C)C(c2ccc(O)cc2)n2nc(SCC(=O)c3ccc(C)cc3)nc2N1 (stereo unspecified)	5%	1%	nt	nt	nt	nt	-5%	-0.8%	i
32	Cc1cc(NC(=O)CSc2ncccn2)no1	8%	9%	i	7%	2%	-6.6	14%	-0.5%	i
33	Cc1ccnc2nc(C(=O)NC3CCCc4ccccc43)nn12 (stereo unspecified)	5%	?	i	-15%	2%	-3.1	-26%	-0.4%	i
34	CCOC(=O)C1CCN(C(=O)COc2ccc(Cl)cc2C)CC1	19%	-8%	i	nt	1%	0.2	-1%	-0.3%	?
35	CC1CCN(CCCn2c(=S)[nH]c3ccccc3c2=O)CC1	3%	-4%	i	-6%	-3%	-0.5	3%	-0.1%	i
36	CC1CCN(C(=O)c2ccc(S(=O)(=O)NCc3ccco3)cc2)CC1	-4%	-10%	i	-17%	-1%	2.2	6%	0.0%	i
37	CCOC(=O)c1ccc(NC(=O)CN2C(=O)CSC2=O)cc1	-6%	0%	i	-5%	-1%	-1.8	6%	-0.6%	i
38	O=C(Cn1ccc(NC(=O)OCc2ccccc2)nc1=O)NCc1ccc2c(c1)OCO2	-3%	6%	i	-3%	-1%	-0.2	-12%	-0.4%	i
39	COc1ccc(N2CCN(C(=O)COc3ccc4ccccc4c3)CC2)cc1	9%	1%	i	16%	3%	-3.1	17%	-0.2%	i
40	COc1cc(/C=C/C(=O)O)ccc1OCc1ccc([N+](=O)[O-])cc1	-19%	-5%	i	?	-2%	-2.7	5%	0.3%	i
41	CCOc1ccc(OCC(=O)NCCS(=O)(=O)N2CCN(c3cccc(Cl)c3)CC2)cc1	-8%	5%	nt	nt	nt	nt	-16%	-1.1%	i
42	Cc1nn(CC(=O)Nc2cccnc2)c(C)c1[N+](=O)[O-]	-1%	1%	i	1%	1%	0.2	12%	0.2%	i
43	COc1ccc(NC(=O)CN(C)C(=O)CN2C(=O)NC3(CCCCC3)C2=O)cc1	-4%	4%	i	15%	-1%	-2.1	1%	-0.1%	i
44	Cc1cc(NC(=O)c2ccc(F)cc2)n(-c2ccccc2)n1	1%	0%	i	?	0%	-1.9	1%	0.4%	i
45	Cc1nc2ccccc2cc1O	1%	-3%	i	4%	nt	-2.4	-2%	3.0%	i
46	COC(=O)[C@H](CC(C)C)NC(=O)Nc1ccc(S(N)(=O)=O)cc1	-1%	-1%	i	1%	1%	-0.3	1%	-0.6%	i
47	CC(=O)OCC(=O)[C@H]1CC[C@H]2[C@@H]3CC=C4C[C@@H](O)CC[C@]4(C)[C@H]3CC[C@]12C	4%	-1%	i	8%	2%[15.4 µM]	-0.1	-6%	0.5%	i
48	O=C1CCC(C(=O)Nc2ccc([N+](=O)[O-])cc2)N1 (stereo unspecified)	-12%	-2%	i	7%	2%	-3.8	-3%	0.0%	i
49	COCCn1c(C)cc(O)c(C(c2cccc(F)c2)N2CCN(c3ccccc3)CC2)c1=O (stereo unspecified)	6%	-8%	nt	nt	nt	nt	1%	-0.8%	nt
50	Cc1ccc(C(=O)COC(=O)c2cccs2)cc1	8%	5%	i	?	2%	-3.6	-15%	2.6%	i
51	O=C(Nc1cccc(O)c1)c1ccc(C(F)(F)F)cc1	-5%	-3%	i	9%	1%	-1.5	-46%	4.8%	i
52	CC12CCC3c4ccccc4CCC3(CO1)C2 (stereo unspecified)	-1%	nt	i	nt	nt	-0.7	-1%	-0.1%	i
